LYPLA1 inh: LYPLA1 inhibitors, primary screen, counter-screen for PME1 inhibitor project, biochemical, fluorescence polarization, FP-Rh probe ABPP; Acyl-protein thioesterase 1 (Homo sapiens), O75608; recombinant LYPLA1; inhibition, % at 5.9 µM; hit rate 0.16% among 320,000; AID 2174, 2009;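 active means inhibition above the mean of all tested compounds plus 3 SD, set per campaign, cut at about 14% in these data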;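 further: inhibitors block serine hydrolase probe labeling of LYPLA1 so polarization falls; 0% = enzyme with DMSO and 100% = wells lacking LYPLA1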
Fam108B inh: mouse Fam108B serine hydrolase inhibitors, primary screen, counter-screen for RBBP9 inhibitor project, biochemical, fluorescence polarization; recombinant Fam108B, FP-Rh probe fluorescence polarization; inhibition, % at 9.51 µM; hit rate 0.33% among 300,000;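 active means inhibition above the screen mean inhibition plus 3 SD, computed separately per campaign, cut at about 18% in these data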;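 further: inhibitors lower polarization as less probe binds the enzyme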
PAD4 FP inh: human PAD4 inhibitors, primary screen, biochemical, fluorescence polarization, 1536-well format. hit rate 0.41% among 330,000. AID 485272, 2010. Protein-arginine deiminase type-4 (Homo sapiens), Q9UM07. inhibition, % at 6.36 µM. recombinant PAD4, RCA probe fluorescence polarization;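 active means percent inhibition above a cutoff equal to the mean of all tested compounds plus 3 SD, cut at about 15% in these data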;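 further: 0% = PAD4 with RCA probe and DMSO and 100% = probe without PAD4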
Target sequence (Q9UM07 whole entry, looked up): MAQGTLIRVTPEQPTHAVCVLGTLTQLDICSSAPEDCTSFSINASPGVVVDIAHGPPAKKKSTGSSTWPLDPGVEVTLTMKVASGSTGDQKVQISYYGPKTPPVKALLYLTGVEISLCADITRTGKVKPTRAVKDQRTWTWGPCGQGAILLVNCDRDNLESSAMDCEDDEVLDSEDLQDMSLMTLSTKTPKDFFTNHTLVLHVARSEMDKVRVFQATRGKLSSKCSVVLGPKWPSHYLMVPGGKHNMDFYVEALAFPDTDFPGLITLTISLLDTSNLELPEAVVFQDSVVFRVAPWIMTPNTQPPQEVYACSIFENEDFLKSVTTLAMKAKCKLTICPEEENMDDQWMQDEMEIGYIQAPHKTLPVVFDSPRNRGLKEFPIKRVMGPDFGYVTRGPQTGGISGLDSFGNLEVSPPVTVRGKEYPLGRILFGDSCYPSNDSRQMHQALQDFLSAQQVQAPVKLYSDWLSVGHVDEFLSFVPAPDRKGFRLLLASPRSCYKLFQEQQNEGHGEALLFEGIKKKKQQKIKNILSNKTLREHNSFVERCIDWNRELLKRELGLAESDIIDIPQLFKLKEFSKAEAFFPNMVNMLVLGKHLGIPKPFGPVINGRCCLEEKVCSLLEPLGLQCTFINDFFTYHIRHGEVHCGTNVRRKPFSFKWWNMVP
PME-1 primary: PME-1 inhibitors via competitive probe labeling, primary screen, biochemical, fluorescence polarization, FP-Rh probe, HTS | Protein phosphatase methylesterase 1 (Homo sapiens), Q9Y570 | recombinant PME-1 | inhibition, % at 5.9 µM | hit rate 0.53% among 320,000 | AID 2130, 2009;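 active means inhibition above the campaign mean of all compounds plus 3 SD, cut at about 26% in these data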;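 further: competitive labeling of PME-1 active site by serine hydrolase directed probe; 0% = PME-1 with DMSO and 100% = wells lacking PME-1 enzyme; inhibitors block probe labeling so polarization falls and inhibition rises; many of its hits are not listed in these tables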
GSTO1 inh: inhibitors of recombinant GSTO1, primary screen, counter-screen for RBBP9 inhibitor project, biochemical, fluorescence polarization | hit rate 1.1% among 300,000 | activity-based probe fluorescence polarization | inhibition, % at 5.96 µM;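 active means inhibition above the campaign mean inhibition plus 3 SD, cut at about 35% in these data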;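 further: 0% = GSTO1-1 with DMSO and 100% = wells lacking GSTO1-1 enzyme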
Target sequence (P78417 whole entry, looked up): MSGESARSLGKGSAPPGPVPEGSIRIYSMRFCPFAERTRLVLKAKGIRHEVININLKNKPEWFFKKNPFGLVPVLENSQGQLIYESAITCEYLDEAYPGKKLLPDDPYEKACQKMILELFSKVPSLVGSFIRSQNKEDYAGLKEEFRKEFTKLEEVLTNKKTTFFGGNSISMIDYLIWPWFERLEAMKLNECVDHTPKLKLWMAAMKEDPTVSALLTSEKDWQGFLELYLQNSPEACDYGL
PAFAH1B3 FP inh: PAFAH1B3 enzyme inhibitors, primary screen, biochemical, fluorescence polarization, human | Platelet-activating factor acetylhydrolase IB subunit alpha1 (Homo sapiens), Q15102 | recombinant PAFAH1B3, FP-rhodamine probe | inhibition, % at 3.39 µM | hit rate 0.28% among 340,000 | AID 492972, 2010;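 active means inhibition above the screen-wide average of all tested compounds plus 3 SD, cut at about 25% in these data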;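 further: 0% = enzyme with DMSO only and 100% = wells lacking PAFAH1B3 protein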
PAFAH2 inh: PAFAH2 enzyme inhibitors, primary screen, biochemical, fluorescence polarization, human | Platelet-activating factor acetylhydrolase 2, cytoplasmic (Homo sapiens), Q99487 | recombinant PAFAH2, FP-rhodamine activity probe | inhibition, % at 3.39 µM | hit rate 0.99% among 340,000;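 active means inhibition above the mean over all tested compounds plus 3 SD, cut at about 30% in these data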;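 further: inhibitors block probe labeling of enzyme so polarization drops; 0% = enzyme with DMSO and 100% = wells lacking PAFAH2 protein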
pPAFAH FP inh: pPAFAH enzyme inhibitors, primary screen, biochemical, fluorescence polarization, human; hit rate 1.5% among 330,000; AID 463082, 2010; recombinant pPAFAH, FP-rhodamine probe fluorescence polarization; inhibition, % at 3.39 µM;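 active means inhibition above the mean inhibition across the screen plus 3 SD, cut at about 25% in these data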;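 further: inhibitors block binding of the rhodamine activity-based probe so polarization drops; 0% = enzyme with DMSO and 100% = wells lacking pPAFAH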
PAFAH1B2 inh: PAFAH1B2 enzyme inhibitors, primary screen, biochemical, fluorescence polarization, human | recombinant PAFAH1B2, FP-rhodamine activity probe | inhibition, % at 3.39 µM | hit rate 1.2% among 340,000 | AID 492953, 2010;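 active means inhibition above the mean of all tested compounds plus 3 SD, cut at about 24% in these data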;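 further: 0% = enzyme with DMSO and 100% = wells lacking PAFAH1B2; many of its hits are not listed in these tables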
* = called active by the depositor. Not all compounds are listed, so the mix of outcomes need not match the whole.

`CCN(CC)c1nc2c(C)cccn2c(=O)c1C=C1C(=O)NC(=O)NC1=O` gave LYPLA1 inh -6, Fam108B inh -2, PAD4 FP inh -1, PME-1 primary -1, GSTO1 inh -11, PAFAH1B3 FP inh 4, PAFAH2 inh 2, pPAFAH FP inh -2 and PAFAH1B2 inh -2.
Screening COCCNC(=O)N1[C@H]2CC[C@@H]1C(C(=O)OC)=C(c1ccc(OC)c(OC)c1)C2 returned LYPLA1 inh 3, PAD4 FP inh 2, PME-1 primary 1, PAFAH1B3 FP inh -6, PAFAH2 inh 10, pPAFAH FP inh 10 and PAFAH1B2 inh 6.
`CN(C)C(Cc1ccc(Cl)cc1)C(=O)c1ccccc1` (stereo unspecified) gave LYPLA1 inh -7, Fam108B inh -3, PAD4 FP inh 1, PME-1 primary -3, GSTO1 inh 4, PAFAH1B3 FP inh -2, PAFAH2 inh 1, pPAFAH FP inh 1 and PAFAH1B2 inh 0.
COc1ccc(CNC(=O)CCC(=O)N2C[C@H]3C[C@H](C2)c2cccc(=O)n2C3)cc1 was read as LYPLA1 inh 2, Fam108B inh 0, PAD4 FP inh 3, PME-1 primary 3, GSTO1 inh 4, PAFAH1B3 FP inh 3, PAFAH2 inh 4, pPAFAH FP inh 7 and PAFAH1B2 inh 5.
CCOC(=O)C1CCN(/C=C2/C(=O)NC(=O)N(c3ccc(OCC)cc3)C2=O)CC1 was read as LYPLA1 inh -2, Fam108B inh -2, PAD4 FP inh -1, PME-1 primary 1, GSTO1 inh -4, PAFAH1B3 FP inh 1, PAFAH2 inh 6, pPAFAH FP inh 1 and PAFAH1B2 inh 0.
`CC1(C)CC(=O)C(C=NCCN2CCN(C(=O)Cc3ccc(F)cc3)CC2)=C(O)C1` gave LYPLA1 inh 3, Fam108B inh -1, PAD4 FP inh 4, PME-1 primary -2, GSTO1 inh 3, PAFAH1B3 FP inh 7, PAFAH2 inh 3, pPAFAH FP inh -3 and PAFAH1B2 inh 2.
`c1ccc(C2CN3CCC2CC3)cc1` (stereo unspecified) gave LYPLA1 inh 1, Fam108B inh 0, PAD4 FP inh -2, PME-1 primary -2, GSTO1 inh -3 and pPAFAH FP inh -2.
For CN1C(=O)c2ccccc2Sc2ccc(C(=O)N3CCC4(CC3)OCCO4)cc21 the results were LYPLA1 inh -2, Fam108B inh 3, PAD4 FP inh 3, PME-1 primary 9, GSTO1 inh 2, PAFAH1B3 FP inh 6, PAFAH2 inh -1, pPAFAH FP inh -1 and PAFAH1B2 inh 1.
`c1ccc2c3c(ccc2c1)OCC1CONC31` (stereo unspecified) gave LYPLA1 inh -5, Fam108B inh -6, PAD4 FP inh -9, PME-1 primary 4, GSTO1 inh 5 and pPAFAH FP inh -2.
Screening COc1ccc(-c2cc(=Nc3ccccc3)c3cc(C)ccc3o2)cc1 returned LYPLA1 inh -6, Fam108B inh -4, PAD4 FP inh 3, PME-1 primary -1, GSTO1 inh -6, PAFAH1B3 FP inh 6, PAFAH2 inh -1, pPAFAH FP inh 3 and PAFAH1B2 inh -3.
For CN1C(=O)NC(=O)/C(=C\C=C\c2ccccc2[N+](=O)[O-])C1=O the results were LYPLA1 inh 0, Fam108B inh 0, PAD4 FP inh -2, PME-1 primary 4, GSTO1 inh 13 and pPAFAH FP inh 3.
Screening C=CCOC(=O)C1=C(C)OC(N)=C(C#N)C12C(=O)N(CN1CCOCC1)c1ccccc12 (stereo unspecified) returned LYPLA1 inh 2, Fam108B inh 3, PAD4 FP inh 0, PME-1 primary 0, GSTO1 inh -1, PAFAH1B3 FP inh 2, PAFAH2 inh -7, pPAFAH FP inh -2 and PAFAH1B2 inh 4.
For O=C(c1c[nH]c2ccc(S(=O)(=O)N3CCC4(CC3)OCCO4)cc2c1=O)N1CCC2(CC1)OCCO2 the results were LYPLA1 inh -2, Fam108B inh -1, PAD4 FP inh 4, PME-1 primary -6, GSTO1 inh 4, PAFAH1B3 FP inh 7, PAFAH2 inh -4, pPAFAH FP inh 4 and PAFAH1B2 inh 14.
For CN1CC[C@]23c4c5ccc(OC6OC(C(=O)O)[C@@H](O)C(O)[C@H]6O)c4OC2C(O)C=CC3[C@H]1C5 (stereo partly specified) the results were PAD4 FP inh 2, PAFAH1B3 FP inh 7, PAFAH2 inh 4, pPAFAH FP inh 3 and PAFAH1B2 inh -1.
CNP1(NC)=Nc2nn(-c3ccccc3)c(N)c2C(c2ccccc2)=N1 was read as LYPLA1 inh 0, Fam108B inh -1, PAD4 FP inh 1, PME-1 primary 0, GSTO1 inh 4, PAFAH1B3 FP inh -1, PAFAH2 inh -2, pPAFAH FP inh 1 and PAFAH1B2 inh 5.
For CCN1C(=O)NC(=O)/C(=C\c2cn(CC(=O)O)c3ccccc23)C1=O the results were LYPLA1 inh -1, Fam108B inh -1, PAD4 FP inh -6, PME-1 primary 3, GSTO1 inh 7 and pPAFAH FP inh 0.
Screening COc1ccc(C(=O)C2CN(C)CC2C(=O)c2ccc(OC)cc2)cc1 (stereo unspecified) returned LYPLA1 inh 0, Fam108B inh -3, PAD4 FP inh -4, PME-1 primary -4, GSTO1 inh 3, PAFAH1B3 FP inh 4, PAFAH2 inh 7, pPAFAH FP inh 4 and PAFAH1B2 inh 2.
For O=P(N[C@@H](c1ccccc1)[C@@H]1C[C@H]1CO)(c1ccccc1)c1ccccc1 the results were LYPLA1 inh -1, Fam108B inh -3, PAD4 FP inh 3, PME-1 primary -1, GSTO1 inh 12, PAFAH1B3 FP inh -8, PAFAH2 inh 3, pPAFAH FP inh 0 and PAFAH1B2 inh 3.
O=c1oc2ccccc2c(O)c1[C@H]1c2ccc(O)cc2Oc2c1c(=O)oc1ccccc21 was read as LYPLA1 inh 6, Fam108B inh 2, PAD4 FP inh 0, PME-1 primary -1, GSTO1 inh -40, PAFAH1B3 FP inh 7, PAFAH2 inh 7, pPAFAH FP inh 21 and PAFAH1B2 inh 6.
Cc1nnc2n1-c1ccc(Br)cc1C(c1ccccc1Cl)=NC2 was read as LYPLA1 inh -2, Fam108B inh 3, PAD4 FP inh 5, PME-1 primary -6, GSTO1 inh 6, PAFAH1B3 FP inh -1, PAFAH2 inh -1, pPAFAH FP inh 1 and PAFAH1B2 inh 5.
Screening CCn1c(NN=O)nc2ccccc21 returned LYPLA1 inh 2, Fam108B inh 5, PAD4 FP inh -3, PME-1 primary -3, GSTO1 inh -2, PAFAH1B3 FP inh 14, PAFAH2 inh -1, pPAFAH FP inh 8 and PAFAH1B2 inh 1.
For CCCCNC(C)Cc1ccccc1 (stereo unspecified) the results were PAD4 FP inh -6, PAFAH1B3 FP inh 6, PAFAH2 inh -1, pPAFAH FP inh 0 and PAFAH1B2 inh 1.
Screening COC(=O)C1=C(c2ccc(OC)c(OC)c2)C[C@@H]2CC[C@H]1N2C(=O)NCc1ccc(F)cc1 returned LYPLA1 inh -1, PAD4 FP inh 1, PME-1 primary -2, PAFAH1B3 FP inh 1, PAFAH2 inh 3, pPAFAH FP inh 3 and PAFAH1B2 inh 2.
`Cn1cccc1CN1CCN(C(=O)COc2ccccc2)CC1` gave LYPLA1 inh 0, Fam108B inh -2, PAD4 FP inh -4, PME-1 primary -3, GSTO1 inh -3, PAFAH1B3 FP inh 7, PAFAH2 inh 1, pPAFAH FP inh 5 and PAFAH1B2 inh 7.
O=C(Nc1nccs1)C(Cl)(Cl)Cl was read as LYPLA1 inh 7, Fam108B inh 6, PAD4 FP inh -8, PME-1 primary -5, GSTO1 inh 1, PAFAH1B3 FP inh 7, PAFAH2 inh 7, pPAFAH FP inh -8 and PAFAH1B2 inh 0.
`O=c1c2ccccc2nc(-c2ccc(Cl)cc2Cl)n1-c1ccncc1` gave LYPLA1 inh 5, Fam108B inh 1, PAD4 FP inh 0, PME-1 primary -4, GSTO1 inh -5, PAFAH1B3 FP inh 1, PAFAH2 inh 1, pPAFAH FP inh 0 and PAFAH1B2 inh 5.
`O=C1NC(=O)C(=Cc2ccc(SC3CCCCC3)o2)C(=O)N1` gave LYPLA1 inh 2, Fam108B inh 7, PAD4 FP inh 4, PME-1 primary -4, GSTO1 inh 20, PAFAH1B3 FP inh 13, PAFAH2 inh 45*, pPAFAH FP inh 12 and PAFAH1B2 inh 88*.
`Cc1cc(/C=C2\C(=O)NC(=O)N(Cc3ccco3)C2=O)c(C)n1-c1ccc(C(=O)O)cc1` gave LYPLA1 inh -2, Fam108B inh -6, PAD4 FP inh -6, PME-1 primary -1, GSTO1 inh -7, PAFAH1B3 FP inh -4, PAFAH2 inh 4, pPAFAH FP inh 10 and PAFAH1B2 inh 6.
For CC[C@H]1CN2CCC1C[C@H]2[C@H](O)c1ccnc2ccc(OC)cc12 (stereo partly specified) the results were LYPLA1 inh 3, Fam108B inh -3, PAD4 FP inh -5, PME-1 primary -1, GSTO1 inh 1, PAFAH1B3 FP inh -1, PAFAH2 inh -2, pPAFAH FP inh 0 and PAFAH1B2 inh 2.
For CC(=O)O[C@@H]1/C=C/[C@](C)(O)C[C@@H](C)C/C=C/[C@H]2[C@H](O)C(C)=C(C)[C@H]3[C@H](Cc4ccccc4)NC(=O)[C@@]123 the results were LYPLA1 inh -3, Fam108B inh 3, PAD4 FP inh 2, PME-1 primary 7, GSTO1 inh -9 and pPAFAH FP inh 2.
`O=C(Nc1ccc(Br)cc1)N1C[C@H]2C[C@@H](C1)c1cccc(=O)n1C2` gave LYPLA1 inh -1, Fam108B inh -2, PAD4 FP inh 3, PME-1 primary -9, GSTO1 inh -9, PAFAH1B3 FP inh 2, PAFAH2 inh -6, pPAFAH FP inh -7 and PAFAH1B2 inh -1.
`Cc1ccccc1-n1c(O)c(C=Nc2ccc(N(C)C)cc2)c(=O)[nH]c1=O` gave LYPLA1 inh 7, Fam108B inh 2, PAD4 FP inh 9, PME-1 primary 6, GSTO1 inh 45*, PAFAH1B3 FP inh 3, PAFAH2 inh 4, pPAFAH FP inh 46* and PAFAH1B2 inh 5.
For CCCCC(C)C(OC(=O)CC(CC(=O)O)C(=O)O)C(CC(C)CC(O)CCCCC(O)CC(O)C(C)N)OC(=O)CC(CC(=O)O)C(=O)O (stereo unspecified) the results were LYPLA1 inh 0, Fam108B inh 3, PAD4 FP inh 0, PME-1 primary 4, GSTO1 inh -7, PAFAH1B3 FP inh 11, PAFAH2 inh 2, pPAFAH FP inh 4 and PAFAH1B2 inh -5.
`COc1ccccc1CN1CCN(C(=O)COc2ccccc2)CC1` gave LYPLA1 inh -1, Fam108B inh 0, PAD4 FP inh 0, PME-1 primary -3, GSTO1 inh -3, PAFAH1B3 FP inh -7, PAFAH2 inh -4, pPAFAH FP inh 2 and PAFAH1B2 inh 2.
